C diff HTS = C. difficile growth inhibitors, primary screen, HTS | Clostridium difficile clinical isolate growth, OD600, 24 h; active compounds read low | growth activity, negative = inhibition, % at 16 µg/mL (by protocol) | 0.25% of 86,000 active | AID 1259249, 2017;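 active = mean growth activity at or below -80% and every replicate also at or below -80%; inconclusive = mean at or below -80% but some replicate above -80%; inactive = mean growth activity above -80%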;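 also: 0% = DMSO wells and -100% = levofloxacin 16 µg/mL wells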
KDM4C inh = inhibitors of GASC-1 (KDM4C) histone demethylase, primary screen, biochemical, single concentration HTS | GST-KDM4C 2-372, H3K9me3 peptide, LANCE TR-FRET | inhibition, % at 12.5 µM | 0.15% of 96,000 active;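 active = mean replicate inhibition above about 25%, with at least 55% of replicates also reaching it, limit read from the data, passing the limit was not always enough; inconclusive = only one of those two conditions met; inactive = neither condition met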
Target sequence (Q9H3R0 2-372 limits assumed): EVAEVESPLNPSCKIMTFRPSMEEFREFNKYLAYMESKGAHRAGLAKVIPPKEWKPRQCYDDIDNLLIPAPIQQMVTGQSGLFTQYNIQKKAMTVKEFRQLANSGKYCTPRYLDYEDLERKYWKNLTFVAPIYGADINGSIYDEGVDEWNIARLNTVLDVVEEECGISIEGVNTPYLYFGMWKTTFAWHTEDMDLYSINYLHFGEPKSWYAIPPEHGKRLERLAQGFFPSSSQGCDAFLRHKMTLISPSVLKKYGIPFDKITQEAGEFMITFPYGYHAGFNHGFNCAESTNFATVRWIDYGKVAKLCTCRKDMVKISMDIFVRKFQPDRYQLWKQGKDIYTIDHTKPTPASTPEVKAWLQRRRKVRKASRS
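Material: GST-tagged GASC-1 (JMJD2C) catalytic fragment, aa 2-372 / Quantity: enzyme final amount 10 nM / Medium: HEPES buffer, pH 7.5, plus ascorbate / Doses: one test concentration per compound / Incubation: 30 min reaction, 60 min detection, RT / Measured by: LANCE TR-FRET / Read-out: inhibition from TR-FRET ratio decrease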
Pf Dd2 inh = P. falciparum Dd2 growth inhibitors, primary screen, SYBR Green fluorescence, single dose replicates. 72 h; active compounds read low. activity change, % at 10 µM. 2.3% of 94,000 active. AID 1159554, 2015; in the data active = activity change below about -80%; inconclusive = no clear call, values can overlap the other calls
Tcruzi prolif = T. cruzi intracellular proliferation inhibitors, primary screen, cell-based, beta-gal Tulahuen parasites, NIH3T3 host, luminescence. T. cruzi beta-gal in NIH3T3, GalScreen luminescence, 90 h. inhibition, % at 8.34 µM. AID 624255, 2012. 5.9% of 77,000 active;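 active = mean inhibition above about 93%, with at least 55% of replicates each passing it, limit read from the data, passing the limit was not always enough; inconclusive = only one of those two conditions holds; inactive = neither condition holds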
Numbers without * were called inactive; ? = inconclusive; · = not tested or not shown; & = joins results of further samples.

1. O=C(C[C@H]1C[C@@H]2c3cc(NC(=O)CC4CC4)ccc3O[C@@H]2[C@@H](CO)O1)NCc1ccccc1
2. CO[C@@H]1CN(C)C(=O)c2cc(NC(=O)c3cnccn3)ccc2OC[C@H](C)N(CCc2ccccc2)C[C@@H]1C
3. C[C@@H]1CCCCO[C@H](CN(C)C(=O)C2CCCCC2)[C@H](C)CN([C@H](C)CO)C(=O)c2cc(NC(=O)c3ccccc3)ccc2O1
4. CC(C)NC(=O)Nc1ccc2c(c1)CC(=O)N([C@H](C)CO)C[C@@H](C)[C@H](CN(C)Cc1ccccc1)O2
5. COc1cccc(-c2ccc(CC[C@H]3O[C@H]4CC[C@H](CO)O[C@H]4C[C@@H]3NC(=O)CN(C)C)cc2)c1
6. C[C@@H]1CCCCO[C@@H](CN(C)C(=O)Nc2ccccc2)[C@@H](C)CN([C@H](C)CO)C(=O)c2cc(NC(=O)Cc3ccccc3)ccc2O1
7. COc1cccc(C(=O)Nc2ccc3c(c2)C(=O)N(C)[C@@H]2CC[C@@H](CC(=O)N[C@@H](C)c4ccccc4)O[C@H]2CO3)c1
8. CNC[C@@H]1Oc2ncc(C#CC3CCCCC3)cc2C(=O)N([C@H](C)CO)C[C@@H]1C

entry no.,1,2,3,4,5,6,7,8
C diff HTS,·,·,-2,-8,-3,·,-6,11
KDM4C inh,-1.5,3.2,-0.8,-1.9,·,-0.4,-4.3,-1.5
Pf Dd2 inh,11,-21,-58,16,-7,-19,-9,-3
Tcruzi prolif,20,·,37,16,·,6,78,·

9. CCC(=O)N1C[C@@H](C)[C@H](OC)CN(C)C(=O)c2cc(NS(C)(=O)=O)ccc2OC[C@@H]1C
10. O=C(C[C@@H]1CC[C@H](NC(=O)Cc2cccnc2)[C@H](CO)O1)NCc1ccc2c(c1)OCO2
11. COc1ccc2c3c([nH]c2c1)[C@H](CO)N(C(=O)Nc1ccc(F)cc1)CC31CN(C(=O)Nc2c(C)noc2C)C1
12. COc1ccc(S(=O)(=O)N[C@H]2CC[C@@H](CCNC(=O)c3ccccc3F)O[C@@H]2CO)cc1
13. CN1C(=O)c2cc(NC(=O)c3cccs3)ccc2OC[C@@H]2O[C@@H](CC(=O)N3CCOCC3)CC[C@H]21
14. COc1cccc(C#Cc2cnc3c(c2)C(=O)N([C@H](C)CO)C[C@@H](C)[C@H](CN(C)C(=O)C2CCC2)O3)c1
15. Cc1noc(C)c1S(=O)(=O)N(C)C[C@H]1Oc2ccc(NC(=O)Nc3ccccc3)cc2CC(=O)N([C@H](C)CO)C[C@@H]1C
16. CO[C@H]1CN(C)C(=O)c2cc(NC(=O)CC(F)(F)F)ccc2OC[C@@H](C)N(C(C)=O)C[C@@H]1C

entry no.,9,10,11,12,13,14,15,16
C diff HTS,-5,·,-14,2,4,-3,·,-6
KDM4C inh,-0.9,0.2,0.2,2.1,-0.9,-1.1,3.2,3.8
Pf Dd2 inh,28,-6,-41,-11,-7,-62,-22,17
Tcruzi prolif,8,-19,·,-13,-10,25,34,·

17. O=C(C[C@@H]1C[C@H]2c3cc(NC(=O)Cc4ccncc4)ccc3O[C@H]2[C@@H](CO)O1)NCc1ccc2c(c1)OCO2
18. C/C=C/c1ccc2c(c1)[C@H]1[C@H](CCN1C(=O)c1ccc(F)cc1)[C@H](CO)N2
19. CC(C)NC(=O)N(C)C[C@H]1Oc2ccc(NS(=O)(=O)c3cccs3)cc2C(=O)N([C@@H](C)CO)C[C@H]1C
20. C[C@@H]1CCCCO[C@@H](CN(C)C(=O)Nc2ccccc2)[C@@H](C)CN([C@@H](C)CO)C(=O)c2cc(NC(=O)NC3CCCCC3)ccc2O1
21. COc1ccc(-c2ccccc2[C@H]2[C@@H](C#N)N(C(=O)C3CCCC3)[C@@H]2CO)cc1
22. COc1cccc(-c2ccc([C@H]3[C@@H](CO)N4CCCCN(C(=O)NC(C)C)C[C@@H]34)cc2)c1
23. C[C@H]1CN([C@@H](C)CO)C(=O)c2cc(C3=CCCCC3)cnc2O[C@H]1CN(C)S(=O)(=O)c1cn(C)cn1
24. COc1ccc(S(=O)(=O)Nc2ccc3c(c2)C(=O)N([C@@H](C)CO)C[C@@H](C)[C@@H](CN(C)Cc2ccc(-c4ccccc4)cc2)O3)cc1

entry no.,17,18,19,20,21,22,23,24
C diff HTS,-2,6,·,·,-2,-22,·,24
KDM4C inh,-0.9,0.5,-0.2,-0.4,-1.3,-1.7,1.7,-2.0
Pf Dd2 inh,-11,-89*,-7,-61,-98*,25,32,4
Tcruzi prolif,·,·,-27,47,·,105*,·,56

25. C[C@H]1CN([C@@H](C)CO)C(=O)CCCn2cc(nn2)CO[C@H]1CN(C)C(=O)Nc1ccc2c(c1)OCO2
26. N#C[C@H]1[C@H](c2ccc(C#Cc3ccc(F)cc3)cc2)[C@H](CO)N1C(=O)C1CCCC1
27. C[C@@H]1CN([C@H](C)CO)S(=O)(=O)c2ccc(C#CC(C)(C)O)cc2O[C@@H]1CN(C)C(=O)CN(C)C
28. C/C=C/c1ccc([C@H]2[C@@H](CO)N(C(=O)COC)[C@H]2CNC(=O)CC)cc1
29. CN(C)C(=O)c1ccc(-c2ccc3c(c2)[C@@H]2[C@@H](CCN2C(=O)C2CC2)[C@@H](CO)N3C)cc1
30. O=C([C@H]1[C@H](CO)[C@H]2Cn3c(ccc(C4=CCCCC4)c3=O)[C@@H]1N2Cc1nccs1)N1CCCCC1
31. CN1CCN(C(=O)C[C@H]2C[C@H]3c4cc(NS(=O)(=O)c5ccc(F)cc5)ccc4O[C@H]3[C@H](CO)O2)CC1
32. COc1cccc(CNC(=O)C[C@H]2C=C[C@H](NC(=O)C3CCOCC3)[C@@H](CO)O2)c1

entry no.,25,26,27,28,29,30,31,32
C diff HTS,-4,-2,-4,-5,-8,-5,-4,1
KDM4C inh,-1.8,0.1,0.1,-0.1,1.0,0.3,-3.3,-0.7
Pf Dd2 inh,10,-43,50,2,-13,·,-1,-1
Tcruzi prolif,55,104*,-35,-16,85,53,-94,-33

4 entries from above in a different format.
Fields – C diff HTS	KDM4C inh	Pf Dd2 inh	Tcruzi prolif
32. COc1cccc(CNC(=O)C[C@H]2C=C[C@H](NC(=O)C3CCOCC3)[C@@H](CO)O2)c1
  1	-0.7	-1	-33
27. C[C@@H]1CN([C@H](C)CO)S(=O)(=O)c2ccc(C#CC(C)(C)O)cc2O[C@@H]1CN(C)C(=O)CN(C)C
  -4	0.1	50	-35
26. N#C[C@H]1[C@H](c2ccc(C#Cc3ccc(F)cc3)cc2)[C@H](CO)N1C(=O)C1CCCC1
  -2	0.1	-43	104*
29. CN(C)C(=O)c1ccc(-c2ccc3c(c2)[C@@H]2[C@@H](CCN2C(=O)C2CC2)[C@@H](CO)N3C)cc1
  -8	1.0	-13	85

Remaining list, next part.
33. C[C@H]1CN([C@@H](C)CO)C(=O)c2cc(NC(=O)C3CCCCC3)ccc2O[C@H]1CN(C)CC1CC1
34. COc1ccccc1NC(=O)N1C[C@@H]2[C@H](c3ccccc31)[C@H](CO)N2CC1CCOCC1
35. O=C(C[C@@H]1C[C@@H]2c3cc(NC(=O)C4CCC4)ccc3O[C@@H]2[C@@H](CO)O1)NC1CCCCC1
36. COCC(=O)Nc1ccc2c(c1)[C@@H]1C[C@H](CC(=O)NCc3cc(F)ccc3F)O[C@@H](CO)[C@@H]1O2
37. CCCNC(=O)C[C@@H]1CC[C@H]2[C@H](COc3ccc(NC(=O)NCCC)cc3C(=O)N2C)O1
38. CCC(=O)N(C)C[C@@H]1Oc2cc(-c3ccccc3F)ccc2S(=O)(=O)N([C@H](C)CO)C[C@H]1C
39. C[C@H](CO)N1C[C@H](C)[C@@H](CN(C)C(=O)C2CC2)Oc2cc(C#CC(C)(C)O)ccc2S1(=O)=O
40. COc1ccc(C#Cc2cnc3c(c2)C(=O)N([C@H](C)CO)C[C@@H](C)[C@H](CN(C)C(=O)c2ccccc2F)O3)cc1

entry no.,33,34,35,36,37,38,39,40
C diff HTS,2,8,·,3,1,0,·,-3
KDM4C inh,0.3,-0.7,-2.1,0.4,0.8,0.1,-1.7,-2.1
Pf Dd2 inh,6,0,12,0,28,19,31,-77
Tcruzi prolif,-25,40,2,43,·,-8,86,21

Carrying on.
entry	molecule	C diff HTS	KDM4C inh	Pf Dd2 inh	Tcruzi prolif
41	C[C@@H]1CCCCO[C@H](CN(C)S(=O)(=O)c2cccs2)[C@@H](C)CN([C@H](C)CO)C(=O)c2cc(NC(=O)CCCN(C)C)ccc2O1	-1	-0.2	27	55
42	CCC(=O)N[C@@H]1C=C[C@@H](CC(=O)NCc2ccccc2OC)O[C@@H]1CO	1	-0.3	9	-28
43	COCCNC(=O)C[C@H]1CC[C@@H]2[C@H](COc3ccc(NC(=O)c4cc(C)on4)cc3C(=O)N2C)O1	0	0.6	16	-17
44	C[C@@H]1CN([C@@H](C)CO)C(=O)Cc2cc(NC(=O)Nc3ccc(C(F)(F)F)cc3)ccc2O[C@@H]1CN(C)Cc1ccc(C(=O)O)cc1	4	-0.1	13	-17
45	CN1[C@@H]2Cn3c(ccc(C4=CCCCC4)c3=O)[C@H]1[C@@H](C(=O)NCc1cc(F)cc(F)c1)[C@@H]2CO	1	1.1	·	40
46	O=C(c1cnccn1)N1CC(=O)N2[C@H](C1)[C@@H](c1ccc(C3=CCCCC3)cc1)[C@@H]2CO	-10	3.8	-37	·
47	O=C(C[C@H]1C[C@@H]2c3cc(NC(=O)c4cccnc4)ccc3O[C@@H]2[C@H](CO)O1)NCc1cccc(F)c1	1	-2.0	-6	-66
48	CCCNC(=O)Nc1ccc2c(c1)OC[C@H](C)N(C(=O)CC)C[C@H](C)[C@@H](OC)CN(C)C2=O	3	-1.8	13	·
49	COC(=O)[C@@H]1[C@@H](CO)[C@@H]2Cn3c(ccc(-c4ccccc4)c3=O)[C@@H]2N1Cc1cccc(F)c1	9	6.6	-12	?
50	C[C@@H]1CCCCO[C@@H](CN(C)Cc2ccc(C(=O)O)cc2)[C@H](C)CN([C@H](C)CO)C(=O)c2cc(N(C)C)ccc2O1	3	4.9	17	41
51	O=C(c1ccccc1F)N1CC[C@@H]2[C@H](CO)Nc3ccc(C#Cc4ccc(F)cc4)cc3[C@@H]21	-6	-0.6	-17	12
52	O=C(Nc1ccc2c(c1)[C@H]1C[C@@H](CC(=O)N3CCOCC3)O[C@H](CO)[C@H]1O2)c1ccc2c(c1)OCO2	-1	3.1	-7	50
53	COc1ccc(S(=O)(=O)N(C)C[C@@H]2Oc3ccc(NC(=O)Cn4cnnn4)cc3CC(=O)N([C@@H](C)CO)C[C@H]2C)cc1	-3	1.4	-44	-2
54	C/C=C/c1ccc([C@H]2[C@@H](CO)N(C(C)=O)[C@@H]2CNC(=O)NCCC)cc1	-2	-0.7	9	·
55	Cc1ccc(S(=O)(=O)N(C)C[C@H]2Oc3c(NC(=O)c4ccncc4)cccc3C(=O)N([C@H](C)CO)C[C@H]2C)cc1	-4	0.1	-5	30
56	CNC[C@@H]1Oc2ccc(NS(=O)(=O)c3ccc(C)cc3)cc2C(=O)N([C@H](C)CO)C[C@@H]1C	4	-0.1	9	·
57	CN(C)CCCNC(=O)C[C@H]1CC[C@H]2[C@@H](COc3ccc(NC(=O)NC4CCCC4)cc3C(=O)N2C)O1	-2	0.0	-1	14
58	NCC[C@H]1CC[C@@H](NS(=O)(=O)Cc2ccccc2)[C@H](CO)O1	·	0.2	24	22
59	CCCNC(=O)N1C[C@@H](O)COC[C@H]2O[C@H](CC(=O)N[C@@H]3CCN(Cc4ccccc4)C3)CC[C@@H]21	1&-5	1.6	·	-46
60	CO[C@H](CN(C)C(=O)c1ccc2c(c1)OCO2)[C@H](C)CN([C@@H](C)CO)S(=O)(=O)c1ccc(Cl)cc1	·	-3.0	11	22
61	O=C(C[C@H]1C=C[C@H](NC(=O)Nc2ccc(C(F)(F)F)cc2)[C@H](CO)O1)NCc1cc(F)cc(F)c1	4	0.2	-1	-8
62	C[C@H](NC(=O)[C@@H]1[C@@H](CO)[C@@H]2Cn3c(cccc3=O)[C@H]1N2CCC(F)(F)F)c1ccccc1	6	0.6	·	-16
63	C[C@H](CO)N1C[C@H](C)[C@H](CN(C)C(=O)Nc2ccc(C(F)(F)F)cc2)Oc2ccc(NC(=O)c3ccncc3)cc2C1=O	1	8.2	-28	18
64	CN1C(=O)c2cc(NC(=O)c3cccc(Cl)c3)ccc2OC[C@H]2O[C@H](CC(=O)NC3CCCCC3)CC[C@H]21	2	1.2	-23	82
65	C[C@H](CO)N1C[C@H](C)[C@H](CN(C)S(=O)(=O)c2ccc(C#N)cc2)OCc2ccccc2-c2ccccc2C1=O	·	-0.1	-14	-3
66	C[C@H](CO)N1C[C@H](C)[C@H](CN(C)Cc2ccc3c(c2)OCO3)Oc2c(NC(=O)Nc3ccc(C(F)(F)F)cc3)cccc2C1=O	·	-3.5	-20	103*
67	COc1cccc(-c2ccc3c(c2)[C@H]2[C@H](CCN2C(=O)c2ccc4c(c2)OCO4)[C@@H](CO)N3C)c1	-2	-0.5	-54	12
68	O=C(C1CCCC1)N1CC2(C1)[C@H](c1ccccc1)[C@@H](CO)N2CC1CC1	11	-0.6	-27	·

Screening results from PubChem.
